Source: PubChem BioAssay (National Center for Advancing Translational Sciences (NCATS))
Pol beta inh: inhibitors of human DNA polymerase beta | Pol beta primer extension/strand displacement, fluorescence kinetic | AID 485314 | 340,000 compounds, 1.3% hits | Potency, µM (titrated, usually from 114 µM), for the others: top-dose activity change, negative = inhibition, hits mostly inhibitors | P06746; also: % is scaled to controls: 0 for no effect and ±100 for the full control effect
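Human Pol beta at 10 nM; strand-displacement substrate 50 nM final. Compound exposure 15 min at room temperature before start, reaction 10 min at room temperature.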
G9a block: blocks human histone lysine methyltransferase G9a | Q96KQ7 | G9a H3K9 monomethylation, AlphaScreen, 2 h | Potency, µM (top dose mostly 102 µM), without a hit: at the top dose activity, negative = inhibition, usual class: inhibitors | 350,000 compounds, 8.8% hits | AID 504332; also: % is scaled to controls: 0 for no effect and ±100 for the full control effect; nearly all actives have a fitted effect of over 75% in size
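Compounds were preincubated with 20 nM G9a for 15 min, after which biotinylated H3K9 peptide (500 nM) and SAM (20 uM) started a 2 h room-temperature reaction. Monomethylated product was quantified by antibody-based AlphaScreen chemiluminescence.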
Apoferritin bind: binds horse apoferritin like a general anesthetic; P02791; apoferritin/1-aminoanthracene competitive binding, fluorescence; Potency, µM (highest dose often 77.5 µM), without a hit: at the top dose activity change, negative = displacement, most hits filed as inhibitors; 350,000 compounds, 0.074% hits; also: % is scaled to controls: 0 for no effect and ±100 for the full control effect; nearly all actives have a fitted effect of over 20% in size
Target sequence (P02791 2-175 limits assumed): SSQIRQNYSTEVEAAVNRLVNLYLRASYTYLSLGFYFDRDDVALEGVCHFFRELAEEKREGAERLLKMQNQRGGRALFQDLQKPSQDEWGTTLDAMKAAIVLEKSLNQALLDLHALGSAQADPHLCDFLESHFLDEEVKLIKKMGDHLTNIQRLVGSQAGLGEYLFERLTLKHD
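10 uM apoferritin + 50% sat. 1-AMA, PBS; cpd 10 min RT; Ex380/Em535 endpoint; normalized to free probe vs complex; 4-param Hill fit; propofol titration as pos. ctrl.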
BLM helicase inh: blocks DNA unwinding by human BLM helicase | AID 2528 | 350,000 compounds, 0.2% hits | recombinant BLM DNA unwinding, fluorescence dequenching | P54132 | Potency, µM (titrated, usually from 56.1 µM), inactives show at the top dose activity change, negative = inhibition, usual class: inhibitors;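 also: plate controls were vehicle for no effect and no enzyme for full effect; nearly all actives have a fitted effect of over 35% in size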
APEX1 inh: inhibitors of human APE1 endonuclease | P27695 | recombinant APE1, TAMRA/BHQ-2 abasic DNA cleavage fluorescence | Potency, µM (doses to about 65.8 µM), for inactives: at the top dose activity change, negative = inhibition, actives largely listed as inhibitors | 350,000 compounds, 0.35% hits;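 also: plate controls were vehicle for no effect and reference inhibitor for full effect; nearly all actives have a fitted effect of over 55% in size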
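Step 1: APE1 (0.75 nM) with compound, 15 min RT. Step 2: add 50 nM fluorophore/quencher THF duplex. Step 3: three fluorescence reads 60 s apart (525/598 nm); read 3 minus read 1 = reaction progress.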
BAZ2B block: BAZ2B (human) inhibition; AlphaScreen BAZ2B-H3K14Ac peptide displacement; Potency, µM (top dose mostly 114 µM), for inactives: at the top dose activity change, negative = inhibition, most hits filed as inhibitors; 360,000 compounds, 4.4% hits; AID 504333; Q9UIF8; also: % is scaled to controls: 0 for no effect and ±100 for the full control effect; nearly all actives have a fitted effect of over 60% in size
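AlphaScreen displacement: compounds (up to 110uM) incubated 30 min at room temperature with a preformed 50 nM BAZ2B/50 nM biotinylated H3K14Ac peptide complex in PBS pH 7.4 with Tween-20. Donor and acceptor beads at 10 ug/mL final added, 20 min light-protected before reading.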
Pol eta inh: blocks human DNA polymerase eta activity; recombinant Pol eta, fluorescent DNA replication assay; Potency, µM (top dose mostly 114 µM), for the others: top-dose activity change, negative = inhibition, hits mostly inhibitors; 390,000 compounds, 1.2% hits; AID 588591; also: % is scaled to controls: 0 for no effect and ±100 for the full control effect
Target sequence (Q9Y253 whole entry, looked up): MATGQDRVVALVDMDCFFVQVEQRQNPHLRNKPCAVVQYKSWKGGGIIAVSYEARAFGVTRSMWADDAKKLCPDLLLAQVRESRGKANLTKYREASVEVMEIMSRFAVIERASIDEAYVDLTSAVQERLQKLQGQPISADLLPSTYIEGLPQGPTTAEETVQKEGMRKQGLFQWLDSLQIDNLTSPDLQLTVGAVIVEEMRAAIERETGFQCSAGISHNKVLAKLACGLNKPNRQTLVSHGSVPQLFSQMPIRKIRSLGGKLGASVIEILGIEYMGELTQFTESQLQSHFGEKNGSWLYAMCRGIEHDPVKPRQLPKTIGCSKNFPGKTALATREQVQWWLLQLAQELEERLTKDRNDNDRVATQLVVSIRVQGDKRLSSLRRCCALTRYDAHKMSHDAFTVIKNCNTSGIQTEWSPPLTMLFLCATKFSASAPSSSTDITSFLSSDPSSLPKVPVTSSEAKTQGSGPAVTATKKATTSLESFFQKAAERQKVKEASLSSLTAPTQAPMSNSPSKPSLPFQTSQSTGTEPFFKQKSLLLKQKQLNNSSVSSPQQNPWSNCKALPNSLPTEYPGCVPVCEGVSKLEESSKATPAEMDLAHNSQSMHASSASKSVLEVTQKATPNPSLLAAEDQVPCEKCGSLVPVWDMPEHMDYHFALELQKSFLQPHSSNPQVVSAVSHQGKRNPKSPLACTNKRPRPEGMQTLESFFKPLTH
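Pol eta at 10 nM preincubated with compounds 15 min at room temperature; reaction started with fluorescent substrate (50 nM final) and read kinetically at 0 and 10 min.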
POLK inh: DNA polymerase kappa (human) inhibition; Q9UBT6; purified Pol kappa, fluorescent DNA synthesis assay, 10 min; Potency, µM (highest dose often 107 µM), for the others: at the highest dose activity, negative = inhibition, most hits filed as inhibitors; 400,000 compounds, 0.53% hits; AID 588579; also: % is scaled to controls: 0 for no effect and ±100 for the full control effect
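Inhibition of 10 nM Pol kappa is measured by a fluorescent read-out at 0 and 10 min following addition of 50 nM substrate (final), with a 15-min room-temperature compound preincubation.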
Pol iota inh: inhibitors of human DNA polymerase iota | Pol iota fluorescent replication assay, 10 min | Potency, µM (doses to about 115 µM), for inactives: at the top dose activity, negative = inhibition, most hits filed as inhibitors | 390,000 compounds, 1% hits | AID 588590
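Pol iota at 10 nM preincubated 15 min with compounds at room temperature; reaction started with fluorescent substrate, 50 nM final. Fluorescence read kinetically at 0 and 10 min; buffer-only wells as negative control.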
Numbers without * were called inactive; ? = inconclusive; / = no result given; & = joins results of further samples; [ ] = remark or other dose. Calls follow the shape of the dose curve; as a rule, active = well fitted curve in the direction sought with a large enough effect; inconclusive = small, poorly fitted or top-dose-only effect, or another doubt; inactive = no such curve, though single readings can be large; an effect the other way counts as inactive or inconclusive. Potency is read from the fitted curve at half-maximal effect.

SMILES	Pol beta inh	G9a block	Apoferritin bind	BLM helicase inh	APEX1 inh	BAZ2B block	Pol eta inh	POLK inh	Pol iota inh
Cc1ccc(S(=O)(=O)NCCc2ccc(S(N)(=O)=O)cc2)cc1	13%	14µM*	-9%	-1%	-2%	2%	-9%	-13%	8%
COc1ccc(NC(=O)CC2Oc3ccccc3NC2=O)c(OC)c1 (configuration not stated)	6%	10%	-1%	-3%	15%	-4%	-13%	-4%	28%
CCCc1cc(=O)[nH]c(SCC(=O)N2CCN(c3ccccc3)CC2)n1	14%&-7%	3%&-18%[59 µM]	-11%&2%	-3%&2%	7%	-19%&-8%	-13%	-4%&-19%	16%&-27%
COc1c(OC)c2occc2c2oc(=O)ccc12	/	-4%[2.33 µM]	-1%	-7%	-4%	/	/	-8%[60.1 µM]	/
O=C(NC(=S)N1CCN(c2ccccn2)CC1)c1ccccc1	58%[activator]	40µM*	-10%	3%	18%	-8%	-2%	-5%	34%[activator]
COc1cc2c(cc1OC)-c1c(OC)c(OC)cc3ccnc(c13)C2=O	?	-15%	10%	-4%&4%	?	14µM*	?	?	24%
Cc1ccc(C(=O)c2ncc[nH]2)cc1	/	20%[2.33 µM]	/	/	19%	3%	-10%	0%	5%
Cn1ccnc1SCC(=O)Nc1ccccc1	2%	17%[59 µM]	1%	5%	-1%	3%	4%	-7%	13%
CC(OC(=O)c1cc(S(=O)(=O)N2CCOCC2)ccc1F)C(=O)NCC1CCCCC1 (configuration not stated)	/	/	/	/	32%	/	-7%	-9%	21%
COCCN1Cc2cccc(C(=O)NC(C)c3cccs3)c2C1=O (configuration not stated)	2%	12%	-21%	-3%	-1%	13%	-15%	-9%	17%
CCOC(=O)c1nn(-c2ccccc2C)c(=O)cc1OCC(=O)Nc1cccc(OC)c1	/	-22%	/	/	26%	-2%	-25%	6%	12%
CCOC(=O)C1CCN(C(=O)CCNS(=O)(=O)c2ccc3c(c2)CCN3C(=O)CC)CC1	3%	30%[activator]	-11%	3%	22%	-3%	-10%	-4%	4%
CCC(C)NC(=O)CNC(=O)c1nn(-c2ccc(OC)cc2OC)c(=O)c2ccccc12 (configuration not stated)	2%	-28%[2.33 µM]	10%	-6%	9%	-5%	-5%	2%	-9%
CCN1CCN(S(=O)(=O)Cc2ccccc2)CC1	21%	14%[12.7 µM]	2%	2%	10%	-4%	4%	-6%[60.1 µM]	-3%
Cc1ccc(NC(=O)C(=O)NCC2CCN(C(=O)c3cccc([N+](=O)[O-])c3)CC2)cc1	-2%	-1%	-3%	2%	3%	-12%	1%	-5%	16%

Part of the list above, comma-delimited.
structure,Pol beta inh,G9a block,Apoferritin bind,BLM helicase inh,APEX1 inh,BAZ2B block,Pol eta inh,POLK inh,Pol iota inh
Cc1ccc(S(=O)(=O)NCCc2ccc(S(N)(=O)=O)cc2)cc1,13%,14µM*,-9%,-1%,-2%,2%,-9%,-13%,8%
COc1ccc(NC(=O)CC2Oc3ccccc3NC2=O)c(OC)c1 (configuration not stated),6%,10%,-1%,-3%,15%,-4%,-13%,-4%,28%
CCCc1cc(=O)[nH]c(SCC(=O)N2CCN(c3ccccc3)CC2)n1,14%&-7%,3%&-18%[59 µM],-11%&2%,-3%&2%,7%,-19%&-8%,-13%,-4%&-19%,16%&-27%

Back to the main list, starting 2 compounds before the break.
SMILES	Pol beta inh	G9a block	Apoferritin bind	BLM helicase inh	APEX1 inh	BAZ2B block	Pol eta inh	POLK inh	Pol iota inh
CCN1CCN(S(=O)(=O)Cc2ccccc2)CC1	21%	14%[12.7 µM]	2%	2%	10%	-4%	4%	-6%[60.1 µM]	-3%
Cc1ccc(NC(=O)C(=O)NCC2CCN(C(=O)c3cccc([N+](=O)[O-])c3)CC2)cc1	-2%	-1%	-3%	2%	3%	-12%	1%	-5%	16%
COc1ccc(C(=O)N2CC(=O)Nc3ccc(Br)cc3C2c2ccc(F)cc2)cc1OC (configuration not stated)	46%[activator]	-12%[59 µM]	-7%	-5%	/	?	-16%	-6%	5%
CCCCOc1cccc(C(=O)Nc2cccc(-c3nc4ncccc4o3)c2C)c1	-1%	-2%[59 µM]	?	-1%	/	0%	-19%	-13%	15%
CCOc1cc(C(=S)N2CCCCC2)ccc1OS(=O)(=O)c1ccc(Br)cc1	19%	-16%[59 µM]	-20%	-4%	-6%	4%	-23%	-10%	23%
COc1ccc(Cn2c(CNC(=O)c3ccc(N(C)C)cc3)nc3cccnc32)cc1	-1%	13%[59 µM]	6%	1%	/	-8%	-8%	-11%[60.1 µM]	-15%
Cc1ccc(-c2nc3nc(C)cc(C)n3c2Nc2ccc3c(c2)OCCO3)cc1	15%	?	77%[activator]	-7%	/	?	-20%	1%	5%
Cn1c(=O)c2c(nc(Br)n2CC(=O)c2cccs2)n(C)c1=O	16%	22%	-9%	1%	2%	9%	-21%	-4%	-7%
CCn1c(=O)c(=O)n(CC)c2cc(S(=O)(=O)Nc3ccc(C)cc3)ccc21	-22%&31%	18%	-2%&-6%	1%&0%	2%	5%&-4%	-1%&-18%	1%&-23%	19%&32%
O=C(O)C1C2C=CC3(CN(C/C=C/c4ccccc4)C(=O)C13)O2 (configuration not stated)	?	?	-7%	-3%	19%	-8%	?	-14%	3%
COC(=O)CCC(NS(=O)(=O)OCC(Cl)(Cl)Cl)c1ccccc1 (configuration not stated)	8%	/	1%	-4%	1%	16%[57.1 µM]	-13%	6%	22%
COc1ccc(N2CCN(C(=O)C3Cc4ccccc4N3C(C)=O)CC2)cc1 (configuration not stated)	-4%	-8%[59 µM]	45%[activator]	0%	/	-17%	-13%	-11%[60.1 µM]	17%
CCN(CC)c1ccc(C2NC(=O)NC(C)=C2C(=O)Nc2ccccc2)cc1 (configuration not stated)	14%	-3%[59 µM]	-8%	-5%	-8%	?	0%	-18%	-4%
Cc1ccc(CNC(=O)C2CCN(S(=O)(=O)c3ccc4c(c3)CC(C)N4C(=O)C3CC3)CC2)cc1 (configuration not stated)	21%	23%	4%	-4%	26%	-20%	-23%	7%	25%
CCOC(=O)[C@H]1[C@H]2COc3ccc(Br)cc3[C@H]2N2C(=O)CNC(=O)[C@@]12C	/	5%[0.501 µM]	/	/	13%	8%	-5%	-1%	13%
COc1cccc(NC(=O)CN(C)C(=O)c2ccccc2OCC(=O)Nc2cccc(C(F)(F)F)c2)c1	/	?	/	/	-25%	2%	-13%	-10%	-1%
Nc1cc(N)nc(SCc2cc([N+](=O)[O-])cc3c2OCOC3)n1	16%	71µM*	-12%	7%	3%	1%	-12%	-9%	?
CC(C)Cc1ccc(/C=C/C(=O)N2CCOCC2)cc1	21%	-2%	-15%	-6%	-6%	-2%	-2%	-2%	33%[activator]
CC(=O)N1CCN(c2ncnc3sc(-c4ccccc4)cc23)CC1	-12%	2%[59 µM]	-7%	15%	-7%	?	-15%	11%	27%
CC(C)c1cc(-c2cc(-c3ccc(Cl)cc3)on2)nc(NC2CCCC2)n1	16%	23%[59 µM]	-10%	-4%	-3%	35%	-10%	0%	-2%
Cc1ccc(C(=O)Nc2nc3nc(-c4ccccc4)cc(=O)n3[nH]2)cc1	12%&1%	?	-17%&-10%	1%&-1%	-1%	?	79µM*	7%&-10%	-2%&-2%
O=C(CSc1n[nH]c(=O)[nH]c1=O)N1CCCCCC1	14%	/	6%	-1%	11%	-1%	-35%	7%	17%
CC(C)N1CC2=C(OC(N)=C(C#N)C2c2cccnc2)/C(=C/c2cccnc2)C1 (configuration not stated)	34%	?	-1%	1%	13%	14%	0%	-15%	?
NC(=S)N/N=C/c1cccc(Br)c1	12%	4%[12.7 µM]	-18%	-3%	0%	-11%	0%	3%	157%[activator]
CC(C)c1ccc(-c2noc(SCC(=O)N3CCCCC3C)n2)cc1 (configuration not stated)	0%	30%[59 µM]	-2%	-8%	/	1%	-5%	-7%	-2%
O=C(O)CCC(=O)N(Cc1ccccc1)Cc1ccccc1	-18%	/	-6%	-6%	7%	2%	0%	18%	13%
CC(=NNC(=O)c1ccc(NS(=O)(=O)c2cccs2)cc1)c1ccc(OCC(N)=O)cc1	/	/	/	/	10%	/	-11%	-15%	-23%
CC1(C)CC(=O)c2c(O)cc(OCC(=O)Nc3ccc(CCO)cc3)cc2O1	25%	/	-16%	1%	13%	8%[57.1 µM]	-20%	17%	8%
COc1ccc(S(=O)(=O)NCCc2cn3nc(C)c(C)nc3n2)cc1	19%	-9%[59 µM]	432%[activator]	-3%	4%	-4%	-7%	-5%	-27%
O=C(CSc1nc2cc(Cl)ccc2s1)NCC1CCCO1 (configuration not stated)	/	/	/	/	-15%	/	-1%	-9%	70%[activator]
O=S(=O)(c1ccccc1)N1CCC(N2CCCCCC2)CC1	4%	?	-10%	-3%	12%	?	-19%	-4%	17%
CCn1c(CN2CCC(C)CC2)nc2cc(NC(=O)COc3ccc([N+](=O)[O-])cc3)ccc21	-18%	2%[59 µM]	-3%	-7%	/	-11%	-3%	-10%	17%
CCOC(=O)/C(C#N)=C/Nc1ccccc1OC(F)(F)F	0%	/	2%	-14%	-2%	2%	-2%	-5%	-9%[58.9 µM]
CC1=C(C(=O)OCc2ccccc2)C(c2ccccn2)c2c(n(C)c(=O)n(C)c2=O)N1 (configuration not stated)	2%	-1%[59 µM]	-7%	-1%	9%	14%	-20%&1%	1%&-5%	21%&12%
O=C(NNC(=S)Nc1ccc(Br)cc1)c1ccccc1	1%	-25%	-12%	-5%	17%	-17%	-20%	-6%	33%[activator]
Cc1c(C)n(CC(O)CN2CCN(C)CC2)c2ccccc12 (configuration not stated)	4%	?	-7%	0%	20%	-35%	-14%	6%	20%
COc1cc2c(cc1OC)CN(C1CC(=O)N(c3c(C)cccc3C)C1=O)CC2 (configuration not stated)	3%	79µM*	-9%	-9%	1%	-23%	-2%	-1%	94%[activator]
Cc1c(NC(=O)COc2ncnc3c(Cl)cc(Cl)cc23)c(=O)n(-c2ccccc2)n1C	18%	15%[59 µM]	-10%	0%	0%	23%	10%	-5%	8%
Cc1ccc(C)c(N2CCN(S(=O)(=O)c3cn(C)c(C)n3)CC2)c1	13%	3%[59 µM]	7%	2%	/	-8%	0%	-9%[60.1 µM]	-8%
CSc1ccc(CCNC(=O)CCc2c(C)nc3cc(-c4ccccc4)nn3c2C)cc1	15%	-6%[59 µM]	-3%	-2%	/	-2%	-4%	-7%	0%

The list is partial; rates above refer to the full screens.
